Screens from PubChem BioAssay.
FadD28 binding = inhibitors of FadD28 bisubstrate probe binding, primary screen, biochemical, fluorescence polarization, single point; Mycobacterium tuberculosis FadD28 fatty-acid-AMP ligase; inhibition, % at 12.5 µM; 360,000 compounds, 0.22% hits; AID 588549, 2011; in the data active = inhibition above about 8.5%, passing the limit was not always enough; inconclusive = no clear call, values can overlap the other calls
PfHsp40 yeast = rescue of yeast from PfHsp40 toxicity, primary screen, S. cerevisiae, ATP luminescence | AID 504582, 2011 | growth rescue, % at 12.5 µM | 340,000 compounds, 0.68% hits | S. cerevisiae expressing PfHsp40, growth rescue; in the data active = growth rescue above about 28%, passing the limit was not always enough; inconclusive = no clear call, values can overlap the other calls;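 also: yeast W303a lacking pdr1 and pdr3 grown in galactose medium; growth measured after three days at 30 °C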
TcdB GH inh = TcdB glycohydrolase inhibitors, primary screen, biochemical, single point, plate reader; Toxin B (Clostridioides difficile), P18177; TcdB glycohydrolase enzymatic assay; inhibition, % at 9.99 µM; 350,000 compounds, 0.24% hits; AID 652162, 2013; in the data active = inhibition above about 10%
BoNT-F LC inh = BoNT/F light chain protease inhibitors, primary screen, biochemical, flow cytometry, MLPCN library; Botulinum neurotoxin type F light chain protease (Clostridium botulinum); Multiplex microsphere protease cleavage assay; inhibition, % at 10 µM; 360,000 compounds, 0.22% hits; AID 588497, 2011; in the data active = inhibition above about 35%, passing the limit was not always enough; inconclusive = no clear call, values can overlap the other calls; also: plate controls were buffer without enzyme for full effect and enzyme alone for no effect
Y pestis TopoI = Yersinia pestis topoisomerase I inhibitors, primary screen, biochemical, cleavage product accumulation, plate reader, single point | AID 504884, 2011 | 360,000 compounds, 0.064% hits | activity, % at 10 µM | DNA topoisomerase I (Yersinia pestis CO92) | Y. pestis Topo-I cleavage product accumulation; in the data active = activity above about 50%, passing the limit was not always enough; inconclusive = no clear call, values can overlap the other calls; also: inactives centre near 2
Anthrax LF inh2 = Bacillus anthracis LF protease inhibitors, primary screen, biochemical, multiplex microsphere, MLPCN library; multiplex microsphere protease cleavage assay; inhibition, % at 10 µM; 360,000 compounds, 0.12% hits; AID 588501, 2011; also: plate controls were buffer without enzyme for full effect and enzyme alone for no effect
PrPC TRFRET = inhibitors of human cell surface prion protein PrPC, primary screen, cell-based, TR-FRET; Major prion protein (Homo sapiens), P04156; TR-FRET read-out; inhibition, % at 13.8 µM; 370,000 compounds, 0.43% hits; AID 720596, 2013; in the data active = inhibition above about 24%; also: 0% = median of the test wells and 100% = reference compound wells
BoNT-A LC inh2 = BoNT/A light chain protease inhibitors, primary screen, biochemical, flow cytometry, MLPCN library; Botulinum neurotoxin type A light chain protease (Clostridium botulinum A str. ATCC 3502); 360,000 compounds, 0.17% hits; inhibition, % at 10 µM; multiplex microsphere protease substrate cleavage; also: plate controls were buffer without enzyme for full effect and enzyme alone for no effect
CCHF vOTU inh = CCHFV vOTU protease inhibitors, primary screen, biochemical, Pep-AMC substrate, fluorescence; AID 651958, 2012; 370,000 compounds, 0.55% hits; Crimean-Congo hemorrhagic fever virus L polyprotein viral ovarian tumor (vOTU) protease …; inhibition, % at 11.5 µM; in the data active = inhibition above about 30%; also: 0% = vehicle wells with enzyme and 100% = no enzyme wells
* marks the source's active call; other numbers are inactive results; ? = inconclusive; nt = no result given; & = joins results of further samples. Rule as the data show it, unless noted: active = inhibition above about 30%; inconclusive = no clear call, values can overlap the other calls; inactive = below that.

SMILES | FadD28 binding | PfHsp40 yeast | TcdB GH inh | BoNT-F LC inh | Y pestis TopoI | Anthrax LF inh2 | PrPC TRFRET | BoNT-A LC inh2 | CCHF vOTU inh
COc1cccc(C2=NOC(C(=O)Nc3cccnc3)C2)c1 (stereo not given) | -2.6 | -0.7 | nt | -5.7 | -5.7 | -1.4 | 0.1 | 0.0 | 4.9
CCOc1cc(C2C(C(C)=O)=C(C)Nc3ncnn32)ccc1O (stereo not given) | -1.1 | 0.4 | nt | -1.9 | 2.0 | 8.2 | nt | 1.8 | nt
O=C(N/N=C/CCc1ccccc1)c1ccc(CN2c3cccc4cccc(c34)S2(=O)=O)cc1 | -1.4 | -2.0 | nt | -5.8 | 7.9 | -1.3 | 2.7 | 0.0 | -14.0
Cc1cc2nc(CCl)cc(=O)n2[nH]1 | 0.4 | -1.7 | 0.7 | -7.2 | 3.7 | -9.5 | 1.7 | -0.1 | -7.3
CCOc1ccccc1C(=O)NCCNC(=O)c1ccccc1OCC | -1.3 | 1.1 | -3.3 | 2.1 | 3.1 | -0.5 | 10.7 | -0.5 | -3.7
COc1cc(/C=C/C(=O)OCC(=O)N(CC(C)C)c2c(N)n(Cc3ccccc3)c(=O)[nH]c2=O)ccc1O | -1.9 | -1.2 | 4.0 | -4.3 | 22.1 | -4.4 | -2.8 | -0.1 | 3.4
Cc1ccc(S(=O)(=O)Nc2ccc3nc(C)oc3c2)cc1 | -2.6 | 2.3 | 1.8 | 3.3 | 1.8 | 2.5 | 8.8 | -0.1 | 3.4
CC(C)C(C)N(Cc1ccc(C(=O)O)cc1)C(=O)c1ccc2ccccc2n1 (stereo not given) | -3.0 | 1.0 | -1.0 | nt | -7.2 | nt | -1.4 | nt | 3.2
Cc1ccc(Cl)cc1NC(=O)COC(=O)c1ccccc1O | -2.1 | -2.8 | 0.7 | -5.7 | -0.9 | -4.9 | 0.4 | -0.1 | -7.9
O=C(Nc1ccccc1)c1ccc(S(=O)(=O)NCc2cccnc2)cc1 | -1.1 | 0.9 | 0.3 | -7.0 | 0.7 | -1.0 | -0.1 | 0.0 | 23.8
CN(C(=O)Nc1cnccc1C(F)(F)F)C1CCCCC1 | -4.2 | -1.0 | 0.9 | 1.5 | -8.0 | -2.5 | -1.2 | -1.1 | 1.6
CCOC(=O)C1=CN(Cc2cccc(F)c2)S(=O)(=O)N(CC)C1c1ccc(C(F)(F)F)cc1 (stereo not given) | -1.5 | 0.4 | 0.4 | -6.4 | 18.7 | -6.7 | 2.2 | -0.3 | 6.4
COc1ccc(C(C(=O)NCC2CCCO2)N(C(=O)c2snc(C(N)=O)c2N)c2ccccc2)cc1OC (stereo not given) | nt | -0.2 | -0.7 | 0.3 | 10.3 | -0.5 | 4.3 | 0.2 | -18.4
Cc1ccc(/C(N)=N/OC(=O)CCC2CCCC2)cc1 | -1.6 | 0.6 | 0.8 | -6.8 | 5.5 | -9.9 | 7.4 | -0.8 | 1.4
Cc1ccc(S(=O)(=O)N(C)c2ccc(OCC(=O)Nc3nc(-c4ccccc4)cs3)cc2)cc1 | -0.8 | -1.1 | nt | -5.0 | 3.1 | -2.0 | 3.4 | -0.7 | 2.5
Cc1cc(C)c(-c2noc(C(=O)OC(C)(C)C)c2C(=O)OC(C)(C)C)c(C)c1 | 1.7 | -0.8 | nt | -5.3 | 33.9 | -1.7 | -1.1 | -0.4 | -1.4
O=C(c1ccc(Br)cc1)C1CCc2occc2C1=O (stereo not given) | -1.6 | 0.3 | nt | 3.1 | -9.0 | 0.5 | -8.4 | 1.0 | -2.6
C[C@H]1CN([C@@H](C)CO)C(=O)CCCn2nncc2CO[C@H]1CN(C)C(=O)C1CCCCC1 | 0.6 | nt | 1.2&-1.9 | -3.0 | 6.2 | -13.0 | 1.5 | -0.3 | -4.0
CCc1nc2ccc(C(=O)NCCC(C)C)cn2c1N(CC)CCN(C)C | -2.4 | nt | -0.1 | 1.5 | -6.7 | -0.7 | -9.4 | -0.3 | 10.3
CCc1cc(=O)oc2c(C)c(OCC(=O)N3CCC[C@@H]3C(=O)O)ccc12 | -0.1 | 0.8 | 0.1 | 8.5 | 4.6 | -3.8 | 2.2 | 1.1 | -6.8
Cc1nnc(SCc2cnc(-c3ccccc3)o2)[nH]c1=O | 0.2 | -0.9 | nt | 19.7 | 8.9 | -5.8 | -5.4 | -1.8 | 5.6
COC(=O)/C(=C\Nc1ccc(OC)cc1)NC(=O)c1ccc(Cl)cc1Cl | -2.0 | 1.1 | nt | 2.6 | 0.4 | -1.3 | 2.8 | 0.6 | 0.3
O=C(Cc1ccccc1)Nc1ccccc1C(=O)N1CCCCCC1 | -0.9 | -0.1 | 0.4 | -1.7 | -5.5 | -1.2 | 0.8 | -0.4 | -6.8
Cc1nc2ccccc2c(=O)n1NC(=O)c1ccco1 | -0.4 | 0.2 | nt | -10.8 | 1.3 | -2.5 | 1.7 | -0.1 | 6.8
COc1cccc(C2=NOC(C(=O)N3CCC4(CC3)OCCO4)C2)c1 (stereo not given) | -3.5 | -1.7 | nt | 1.9 | -3.1 | -3.5 | -3.9 | -1.0 | 8.1

Part of the list above, with tabs.
canonical_smiles	FadD28 binding	PfHsp40 yeast	TcdB GH inh	BoNT-F LC inh	Y pestis TopoI	Anthrax LF inh2	PrPC TRFRET	BoNT-A LC inh2	CCHF vOTU inh
Cc1ccc(/C(N)=N/OC(=O)CCC2CCCC2)cc1	-1.6	0.6	0.8	-6.8	5.5	-9.9	7.4	-0.8	1.4
CCc1nc2ccc(C(=O)NCCC(C)C)cn2c1N(CC)CCN(C)C	-2.4	nt	-0.1	1.5	-6.7	-0.7	-9.4	-0.3	10.3

Back to the main list; the 2 compounds before the break are reprinted first.
SMILES | FadD28 binding | PfHsp40 yeast | TcdB GH inh | BoNT-F LC inh | Y pestis TopoI | Anthrax LF inh2 | PrPC TRFRET | BoNT-A LC inh2 | CCHF vOTU inh
Cc1nc2ccccc2c(=O)n1NC(=O)c1ccco1 | -0.4 | 0.2 | nt | -10.8 | 1.3 | -2.5 | 1.7 | -0.1 | 6.8
COc1cccc(C2=NOC(C(=O)N3CCC4(CC3)OCCO4)C2)c1 (stereo not given) | -3.5 | -1.7 | nt | 1.9 | -3.1 | -3.5 | -3.9 | -1.0 | 8.1
Cc1onc(-c2ccccc2Cl)c1C(=O)NC(=S)Nc1ccc(C(C)(C)C)cc1 | -0.6 | -0.6 | 0.6 | ? | 20.4 | -8.4 | 10.2 | -4.1 | 11.2
COc1ccc(CNS(=O)(=O)c2ccc(-c3ccc(=O)[nH]n3)o2)cc1 | -0.7 | -0.7 | 1.7 | 8.0 | -4.0 | -3.5 | -11.0 | 0.2 | -15.3
COc1ccc(NC(=S)N2CCN(C(=O)C3CCCO3)CC2)c(OC)c1 (stereo not given) | 1.2 | 0.1 | 0.3 | -9.4 | 0.1 | -3.2 | 1.4 | -0.7 | -10.3
CC(OC(=O)CCOc1ccccc1)C(=O)NC1CC1 (stereo not given) | -0.9 | -0.5 | 0.2 | -0.3 | -3.0 | -4.5 | 3.1 | 2.6 | -13.9
Cc1cccc(NC(=O)COC(=O)C2C3CC4OC(=O)C2C4C3)c1C (stereo not given) | nt | 0.7 | -1.1 | 23.5 | 3.3 | -2.5 | 3.3 | 0.8 | -7.9
CCOC(=O)C1(CCCc2ccccc2)CCN(C(=O)c2cnc(C)cn2)CC1 | 0.0 | 2.1 | 1.2 | 1.3 | 28.0 | 0.3 | 2.9 | 0.0 | 4.9
CC(C)(C)c1cc(NCc2ccccn2)n2ncc(-c3ccc(Cl)cc3)c2n1 | 2.0 | -1.2 | -8.3 | -21.4 | -7.9 | 8.9 | 9.0 | -0.3 | -3.3
CC1(C)CC(=O)C(C(C2=C(O)CC(C)(C)CC2=O)c2ccco2)C(=O)C1 (stereo not given) | -2.2 | 0.0 | nt | 8.5 | 2.9 | 0.7 | 4.1 | 0.1 | 5.7
O=C(CCCC1=NS(=O)(=O)c2ccccc2N1)N1CCN(c2ccc([N+](=O)[O-])cc2)CC1 | -2.2 | 0.1 | -0.6 | -0.5 | -7.2 | 0.4 | -36.4 | 0.7 | -0.4
Cc1c(NC(=O)c2cc(-c3ccc4c(c3)OCO4)on2)c(=O)n(-c2ccccc2)n1C | -3.1 | -0.1 | nt | -7.5 | 5.2 | 2.3 | 0.7 | -0.9 | 2.5
O=C(CSc1nc2cc(Cl)ccc2o1)Nc1ccc(N2CCOCC2)cc1 | -1.1 | 0.1 | -0.1 | -10.0 | -4.0 | -2.1 | nt | -0.7 | nt
O=C(C=C1CCN(c2ncc(C(F)(F)F)cc2Cl)CC1)NNC(=O)Nc1ccccc1 | 0.9 | 2.0 | nt | 4.3 | 0.1 | 3.7 | 7.9 | 0.2 | -0.4
Cc1ccc(S(=O)(=O)N(C)C)cc1NC(=O)C(C)OC(=O)C1CCCC1 (stereo not given) | 0.5 | -1.6 | 1.8 | 2.7 | -5.4 | -3.3 | 7.6 | 1.1 | -5.4
CC(C)(C)c1csc(NC(=O)Cc2ccc(S(=O)(=O)N3CCOCC3)s2)n1 | 0.6 | 0.7 | 2.0 | -6.5 | -4.4 | 1.5 | 10.8 | 5.2 | 4.6
O=C(COC(=O)/C=C/c1cccc(C(F)(F)F)c1)NC(=O)NCc1ccco1 | -0.3 | -1.0 | 0.7 | -2.8 | -6.7 | -7.1 | 1.4 | 0.1 | 26.5
C[C@@H]1CN([C@H](C)CO)C(=O)c2cc(NS(=O)(=O)c3cccs3)ccc2O[C@H]1CN(C)Cc1ccccc1 | -3.0 | -0.9 | -1.3&1.0 | 0.2 | -1.2 | -4.0 | -6.7 | 0.5 | 2.9
O=C1c2ccccc2C(=O)c2c1ccc(O)c2O | 3.6 | 17.2 | 0.8 | -3.7 | -7.0 | -7.6 | -46.4 | -0.4 | 8.6
O=C(c1ccc(NS(=O)(=O)c2ccc(F)cc2)cc1)N1CCOCC1 | -2.0 | -2.0 | -4.3 | 8.1 | 3.5 | -1.3 | 8.1 | 1.6 | 33.1*
Cc1c(NC(=O)CSc2nnnn2-c2ccc(C(=O)O)cc2)c(=O)n(-c2ccccc2)n1C | -2.3 | -0.6 | 0.2 | 14.0 | 4.9 | 3.1 | 5.0 | 2.3 | -6.5
COc1ccc(CNc2nc3nc(C)c(Cl)c(C)n3n2)cc1OC | -1.0 | -1.6 | nt | 9.8 | 14.5 | 0.7 | -1.9 | -0.2 | -2.7
COC(=O)Cc1ccc(NC(=S)NCCSc2ccc(C)cc2)cc1 | -2.2 | 7.7 | 1.0 | -1.4 | 10.5 | -2.6 | -1.7 | 0.0 | 2.7
COc1ccc(-n2c(=O)[nH]c3cc(C(=O)NCCc4ccc(OC)c(OC)c4)ccc3c2=O)c(OC)c1 | -2.8 | 6.9 | 0.4 | 9.4 | 7.4 | 13.5 | -3.7 | -0.5 | -9.9
COc1ccc2cc(C#N)c(N3CCN(C(=O)c4ccccc4C)CC3)nc2c1 | -5.7 | 4.4 | 1.1 | -0.4 | -6.8 | 7.0 | 8.1 | 1.2 | -10.1
COc1ccc(NC(=O)CN(C)C(=O)CSCC(=O)Nc2ccc(C)cc2)cc1 | -2.8 | 1.1 | 2.4 | -2.5 | -0.6 | ? | 2.3 | ? | 2.6
Cc1cc(-c2onc(C)c2C(=O)N/N=C/c2ccccc2)no1 | 0.4 | 0.2 | 1.5 | ? | 7.1 | 5.6 | 1.4 | ? | 4.4
